Shiga toxin inh = blocks Shiga toxin action in Vero cells; 9.2% of 290,000 active; AID 2315; inhibition, % at 38.7 µM; Vero cells, Shiga toxin protein synthesis inhibition reporter; in the data active = inhibition mostly above about 28%, no sharp cut-off; inactive = mostly below about 43%; also: 0% is about no effect
Cycloheximide cs = counter-screen for Shiga toxin inhibitors: cycloheximide protein synthesis inhibition; cell reporter, cycloheximide protein synthesis inhibition counterscreen; max response, %; 12% of 300,000 active; AID 2314; in the data active = max response mostly above about 13%, no sharp cut-off; inactive = mostly below about 14%; also: read at 38.3 µM for the half of the compounds with a filed dose; 0% is about no effect
HCV inh = inhibitors of hepatitis C virus infection. Huh7.5.1 HCVcc-Cre infection, luciferase reporter, 44 h. 3.4% of 340,000 active. Potency, µM (highest dose often 41.8 µM), inactives show top-dose activity change, negative = inhibition, usual class: inhibitors. AID 651820; also: potency is read from the fitted curve at half-maximal effect; % is scaled to controls: 0 for no effect and ±100 for the full control effect
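Reporter virus HCVcc-Cre (~0.5 moi) infects cells exposed to compound; seeding density 1,000 cells/well with 4 h settling beforehand. Luminescence, 15 sec read, taken 44 h post-infection following a 15 min RT substrate incubation.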
Pf growth 48h = P. falciparum growth inhibition at 48 hours (one generation) | P. falciparum luciferase growth in erythrocytes, 48 h | Potency, µM (doses to about 28.7 µM), for the others: at the highest dose activity change, negative = inhibition, hits mostly inhibitors | 5.9% of 310,000 active; also: potency is read from the fitted curve at half-maximal effect; % is scaled to controls: 0 for no effect and ±100 for the full control effect
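Growth was read as firefly luciferase luminescence after a 48 h, 37 C, 5% CO2 exposure of compounds to reporter-bearing P. falciparum cultures (0.1% parasitemia, 2% hematocrit final) in Albumax-supplemented RPMI 1640.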
LmPK inhibitor = blocks Leishmania mexicana pyruvate kinase activity | Q27686 | purified LmPK, Kinase-Glo ATP luminescence, 1 h | Potency, µM (doses to about 57.5 µM), inactives show top-dose activity change, negative = inhibition, usual class: inhibitors | 0.37% of 290,000 active | AID 1721; also: potency is read from the fitted curve at half-maximal effect; % is scaled to controls: 0 for no effect and ±100 for the full control effect
Target sequence (Q27686 whole entry, looked up): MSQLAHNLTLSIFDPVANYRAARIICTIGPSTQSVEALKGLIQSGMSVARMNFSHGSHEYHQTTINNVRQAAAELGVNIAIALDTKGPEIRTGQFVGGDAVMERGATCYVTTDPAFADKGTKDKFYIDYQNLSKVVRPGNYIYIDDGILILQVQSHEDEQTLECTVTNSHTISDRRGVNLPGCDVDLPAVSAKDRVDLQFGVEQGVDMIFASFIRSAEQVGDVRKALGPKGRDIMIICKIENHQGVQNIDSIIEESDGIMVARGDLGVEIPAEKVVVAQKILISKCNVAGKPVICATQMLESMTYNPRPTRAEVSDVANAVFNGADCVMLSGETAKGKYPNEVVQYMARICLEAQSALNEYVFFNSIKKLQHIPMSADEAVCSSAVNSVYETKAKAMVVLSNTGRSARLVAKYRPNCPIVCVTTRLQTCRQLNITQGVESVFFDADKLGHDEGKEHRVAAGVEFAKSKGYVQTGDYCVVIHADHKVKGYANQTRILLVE
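Screened at intermediate enzyme activity to detect both inhibitors and activators: LmPK at 0.1 nM, with a 0.5 nM enzyme column as activation reference. PEP 0.5 mM, ADP 0.1 mM; ATP detected by luminescence after 1 h.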
Tb PYK inh = inhibitors of Trypanosoma brucei pyruvate kinase; 0.12% of 410,000 active; Potency, µM (doses to about 76.8 µM), for inactives: top-dose activity, negative = inhibition, most hits filed as inhibitors; TbPYK enzyme, Kinase-Glo Plus ATP luminescence, 45 min; also: potency is read from the fitted curve at half-maximal effect; % is scaled to controls: 0 for no effect and ±100 for the full control effect; nearly all actives have a fitted effect of over 50% in size
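ADP (130 uM final) triggers the TbPYK reaction after compound addition; incubation is 45 min at room temperature. Kinase-Glo Plus is then added and luminescence imaged. Normalized data are fitted to concentration-effect curves.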
Pf growth 96h = P. falciparum growth inhibition at 96 hour, primary screen for plastid delayed-death inhibitors; Potency, µM (doses to about 28.7 µM), for the others: at the highest dose activity change, negative = inhibition, hits mostly inhibitors; 6.9% of 320,000 active; P. falciparum luciferase reporter growth, 96 h; AID 504834; also: potency is read from the fitted curve at half-maximal effect; % is scaled to controls: 0 for no effect and ±100 for the full control effect
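Parasite growth measured via integrated firefly luciferase reporter in P. falciparum. Infected erythrocytes at 2% hematocrit, 0.05% parasitemia final were treated 96 hours at 37 C under 5% CO2, and luminescence was read.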
* hit, by the source's call; ? = inconclusive; / = no result given; & = joins results of further samples; [ ] = dose if it differs, or a comment. Unless noted, calls follow the shape of the dose curve; as a rule, active = well fitted curve in the direction sought with a large enough effect; inconclusive = small, poorly fitted or top-dose-only effect, or another doubt; inactive = no such curve, though single readings can be large; an effect the other way counts as inactive or inconclusive.

SMILES	Shiga toxin inh	Cycloheximide cs	HCV inh	Pf growth 48h	LmPK inhibitor	Tb PYK inh	Pf growth 96h
Cc1c(C(=O)OCC(=O)N(C)C2CCS(=O)(=O)C2)oc2ccc(Br)cc12 (stereo unspecified)	11	-2	-20%	19%	6%	3%	40%[activator]
Cc1ccc2nc3c(cc(C(=O)NC4CCCC4)c(=N)n3CCCn3ccnc3)c(=O)n2c1	-15	2	/	?	-4%	/	?
CCOC(=O)N1CCN(c2cc(=O)n(-c3ccccc3Cl)c(=O)[nH]2)CC1	-2	-4	1%	7%	0%	-10%	0%
CC(Sc1nnc(-c2ccncc2)n1C)C(=O)NCC1CCCO1 (stereo unspecified)	/	/	-2%	-9%	/	3%	19%
O=C1/C(=C/c2ccccc2)CCC1C1CCCC1 (stereo unspecified)	76*	40*	6%	42%[activator]	-10%	1%	36%[activator]
COc1ccc(F)cc1C(=O)C1CCCN(C(=O)c2ccc(C(C)=O)s2)C1 (stereo unspecified)	3	-2	-16%	-6%	2%	3%	1%
O=C(NCc1ccccn1)c1ccc(Br)s1	32*	17*	16%	3.7µM*	3%	-3%	/
O=C(CSc1nc(N2CCOCC2)nc(N2CCOCC2)n1)Nc1ccccc1F	20	6	13%	-1%	4%	24%	?
CC1CN(Cc2nc3c(c(=O)n(C)c(=O)n3C)n2Cc2ccccc2)CC(C)O1 (stereo unspecified)	-10	-7	12%	/	3%	4%	?
CCOc1ccc2nc(NC(=O)c3ccccn3)sc2c1	45*	24*	?	-9%	?	-11%	-97%
CCc1ccc(NC(=O)CSc2nc(=O)n(CCCN3CCOCC3)c3c2CCC3)cc1	/	/	?	?	/	-2%	?
Cc1ncc([N+](=O)[O-])n1CCOC(=O)C12CC3CC(CC(C3)C1)C2	-12	-2	16%	-14%[5.75 µM]	0%	8%	-9%
O=C(CCN1CCN(c2ccccc2F)CC1)Nc1cccc(F)c1	1	2	?	-13%	8%	-3%	1%
O=C(c1ccco1)N1CCCC(Nc2ccc3c(c2)OCCO3)C1 (stereo unspecified)	85*	43*	-2%	90%[activator]	-8%	6%	-22%
CCOc1ccc(CN2CCN(Cc3cnc(-c4ccccc4)s3)CC2CCO)cc1 (stereo unspecified)	2	-1	?	?	2%	-12%	?
O=C(OC(C(=O)NCC1CCCO1)c1ccccn1)c1cccs1 (stereo unspecified)	-21	-5	7%	/	7%	-8%	88%[activator]
Nn1c(SCC(=O)Nc2nccs2)nnc1C1CC1	-5	1	14%	5%	0%	5%	4%
CCOc1ccc(S(=O)(=O)n2cc(-c3ccc(F)cc3)c(N)n2)cc1	-6	9	?	/	5%	0%	9.3µM*
COC(=O)CCN(C(=O)c1ccc(OC(C)=O)cc1)c1ccccn1	22	-3	24%	-14%	-2%	-2%	11%
CCCC1c2ccc(C)n2CCN1C(=O)Nc1ccc(F)cc1 (stereo unspecified)	-5	2	-1%	?	-2%	-8%	14%
CCn1c(CC(=O)Nc2cccc(OC)c2)nnc1SCC(=O)N1CCN(c2ccccc2)CC1	-4	-2	-15%	-11%	3%	-2%	15%
Clc1ccc(CSc2nncn2-c2ccccn2)cc1	-40	6	-7%	12%	2%	-12%	2%
Cc1cccc(C)c1OCCSc1n[nH]c(N)n1	-5	-3	-8%	/	2%	-2%	29%
Cc1ccccc1NC(=S)NCCc1ccccn1	-4	-2	8%	-19%	1%	-5%	30%
CC(C)(C)c1ccc(CSc2nc(N)cc(=O)[nH]2)cc1	41*	39*	?	41%[activator]	3%	4%	48%[activator]

The list goes on:
SMILES	Shiga toxin inh	Cycloheximide cs	HCV inh	Pf growth 48h	LmPK inhibitor	Tb PYK inh	Pf growth 96h
CC1CCN(C(=O)COc2cccc3c2CCN(Cc2ccccc2)C3=O)CC1	-3	12	?	-19%	-3%	1%	-34%
CC(C)OC(=O)CSc1nc(Cc2cccs2)nc2ccccc12	7	16	-3%	?	9%	-8%	-25%
CCOc1ccc(NC(=O)c2ccc(NC(=O)CSc3nc4ccccc4c(=O)[nH]3)cc2)cc1	-27	8	-28%	5%	-6%	-4%	23%
CCCC1CCc2[nH]nc(C(=O)NN)c2C1 (stereo unspecified)	/	/	-1%	2%	/	0%	39%[activator]
Cc1cccc(-n2c(O)c(/C=C3/C(c4ccccc4)=Nc4ccccc43)c(=O)[nH]c2=O)c1	32*	20*	?	10µM*	-1%	-6%	12µM*
CC1CC(C)(C)Nc2ccc(OC(=O)c3ccco3)cc21 (stereo unspecified)	121*	49*	-3%	?	8%	-8%	-12%
Cc1oc(S(=O)(=O)N2CCCCC2)cc1NC(=O)Nc1ccccc1	-18	-2	23%	1%	8%	3%	?
CC1(C(=O)Nc2nnc(C(C)(C)C)s2)Cc2ccccc2C(=O)O1 (stereo unspecified)	3	-1	10%	-10%	-1%	0%	?
O=C(N/N=C/c1ccc(-c2cccc([N+](=O)[O-])c2)o1)[C@H]1C[C@@H]1c1ccccc1	-2	-5	?	-5%	-1%	2%	3%
CCOC(=O)[C@H](CCc1ccccc1)N[C@@H](C)C(=O)N1[C@H](C(=O)O)C[C@H]2CCCC[C@@H]21	/	/	/	3%	/	3%&2%	1%
Cc1ccc(C2=NS(=O)(=O)N(C)C(C(=O)Nc3cc(C)n(CC(=O)N4CCC(C)CC4)n3)=C2)cc1	-5	9	?	-20%	-1%	3%	5%
CCOC(=O)Cc1csc(NC(=O)CS(=O)(=O)Cc2ccccc2)n1	-11	-1	-2%	9%	0%	3%	-2%
CSCCC(NC(=O)c1ccccc1Br)C(=O)NCCCn1nc(C)cc1C (stereo unspecified)	/	/	8%	13%	/	-2%	7%
O=C(NCc1ccccn1)C(=O)NN=C1CCCCCCCCCCC1	16	-4	8%	6%	-2%	12%	23%
FCCN(CCF)c1cccc(Cl)c1	-5	5	14%	6%	2%	1%	31%[activator]
COCCN=C1Sc2nc3cc4c(cc3cc2CN1CC1CCCO1)OCO4 (stereo unspecified)	16	1	0%	0%	1%	-4%	1%
N#Cc1c(-c2ccco2)nc(SCC(=O)Nc2ccc(S(N)(=O)=O)cc2)[nH]c1=O	-4	-2	/	/	1%	/	-3%
COc1ccc(C(=O)/C=C/c2ccc(N3CCCCC3)c([N+](=O)[O-])c2)cc1	-9	-2	?	-80%	4%	2%	?
O=c1cc(-c2ccc(O)c(O)c2)oc2cc(O[C@@H]3O[C@H](CO)[C@@H](O)[C@H](O)[C@H]3O)cc(O)c12	12	10	-32%	/	/	-13%	/
C=CCOC(=O)C(C#N)c1nc2ccccc2nc1N1CCCC1 (stereo unspecified)	12	-2	?	-1%	-2%	5%	/
CCSc1nnc(NC(=O)C2CC2c2ccccc2)s1 (stereo unspecified)	8	-1	?	-18%	3%	1%	?
O=C(COC(=O)c1ccc[nH]c1=O)NC1CCCCCC1	2	8	18%	10%	5%	-10%	7%
Cc1ccc(S(=O)(=O)Nc2cc(C(=O)NCCN(C)C)ccc2N2CCCC2)cc1	-8	-4	10%	-3%	-4%	-1%	8.3µM*
COC(=O)c1ccc(NC(=O)C23CC4CC(C2)CC(n2cnc(Cl)n2)(C4)C3)cc1	-2	4	-10%	?	-4%	-17%	?
O=C(O)COc1ccc(S(=O)(=O)c2ccc(OCC(=O)O)cc2)cc1	-13	4	21%	-13%	4%	/	90%[activator]

New compounds follow.
SMILES	Shiga toxin inh	Cycloheximide cs	HCV inh	Pf growth 48h	LmPK inhibitor	Tb PYK inh	Pf growth 96h
CCc1ccc(N2CC(C(=O)OCC(=O)Nc3ccc([N+](=O)[O-])cc3)CC2=O)cc1 (stereo unspecified)	/	/	0%	?	/	4%	-6%
Cc1nn(C)c(C(=O)NNC(=S)NC2CCCCC2)c1Cl	15	-3	12%	-2%	2%	-22%	?
Cc1oc2cc(O)cc(C)c2c(=O)c1-c1cnn(-c2ccccc2)c1	23	8	8.9µM*	13µM*	4%	6%	-1%
C=CCN1CCN(c2ccncc2S(=O)(=O)N2CCCCC2)CC1	-3	6	6%	-26%	0%	2%	0%
CCNc1nc(NCC)n2c(SCC(=O)Nc3cc(Cl)ccc3OC)nnc2n1	/	/	-2%	?	/	-10%	-19%
CCc1cc2c(=O)c(-c3ccc4c(c3)OCO4)coc2c(CN(C)C)c1O	8	-3	-18%	9.3µM*	6%	5%	13µM*
COC(=O)CN1C(CN2CCOCC2)=Nc2ccc(Br)cc2C1c1ccccc1 (stereo unspecified)	-13	-2	-9%	?	3%	2%	?
Cn1c(Cn2c(=O)sc3ccccc32)nnc1SCC(=O)Nc1ccc(Cl)cc1	-4	-2	6%	2%	5%	1%	10µM*
COc1cc(/C=C/c2ccc3cccc(O)c3n2)c(Br)cc1O	93*	40*	/	?	-1%	/	21%
CC(Oc1cccc(Cl)c1)C(=O)Nc1cc(S(=O)(=O)N2CCOCC2)ccc1N1CCCC1 (stereo unspecified)	/	/	-5%	-23%	/	1%	0%
COc1ccc(-n2c(SCC(=O)N3CCCCC3C)nnc2-c2cccnc2)cc1 (stereo unspecified)	3	-2	13%&10%	?	-2%	-29%	?
Clc1ccc(C2CC(c3cccs3)n3ncnc3N2)c(Cl)c1 (stereo unspecified)	-9	-3	9%	-23%	-5%	4%	23%
S=C1Cc2ccccc2N1	45	25	?	?	-7%	-23%	?
Cc1cccc(NC(=O)c2c(O)c3cccc4c3n(c2=O)CCC4)n1	0	-5	/	9%	1%	/	-19%
Cc1ccc(NC(=O)COC(=O)c2cc(Cl)ccc2Cl)c(Br)c1	-10	-2	-1%	-1%	-2%	-9%	22%
CCc1sc(C(C2C(=O)CC(C)(C)CC2=O)C2C(=O)CC(C)(C)CC2=O)cc1[N+](=O)[O-]	-10	1	26%	7%	-1%	25µM*	25%
COc1ccc(Nc2nc(C)nc3c2oc2ccccc23)c(OC)c1	-2	-1	?	4%[0.00184 µM]	-1%	0%	11%
COC(=O)c1ccc(N=Cc2c(-c3ccccc3)[nH][nH]c2=O)cc1	18	2	11%	35%[activator]	13%	1%	109%[activator]
CC1(C)CC(=O)c2cnc3c(C#N)cnn3c2C1	-4	-1	-3%	11%	-1%	-2%	9%
COc1c(F)c(F)c(C(=O)O)c(Nc2cccc(C)c2)c1F	-7	-1	26%	42%[activator]	5%	0%	?
C=CCNC(=O)c1onc(CSc2ccccn2)c1C(=O)NCC=C	2	-4	-16%	-12%	1%	2%	3%
CCC(=O)NC(c1ccc(Cl)cc1Cl)c1ccc2cccnc2c1O (stereo unspecified)	/	11	2.5µM*	2.9µM*	-1%	-13%	139%[activator]
CC1CCC(NC(=O)CCNC(=O)c2ccc(Br)cc2)CC1 (stereo unspecified)	/	/	7%	87%[activator]	/	0%	98%[activator]

Molecules shown so far with a tert-butyl group:
SMILES	Shiga toxin inh	Cycloheximide cs	HCV inh	Pf growth 48h	LmPK inhibitor	Tb PYK inh	Pf growth 96h
CC(C)(C)c1ccc(CSc2nc(N)cc(=O)[nH]2)cc1	41*	39*	?	41%[activator]	3%	4%	48%[activator]
CC1(C(=O)Nc2nnc(C(C)(C)C)s2)Cc2ccccc2C(=O)O1 (stereo unspecified)	3	-1	10%	-10%	-1%	0%	?

Given comma-delimited: part of the list above
Molecule,Shiga toxin inh,Cycloheximide cs,HCV inh,Pf growth 48h,LmPK inhibitor,Tb PYK inh,Pf growth 96h
CC1(C)CC(=O)c2cnc3c(C#N)cnn3c2C1,-4,-1,-3%,11%,-1%,-2%,9%
COc1c(F)c(F)c(C(=O)O)c(Nc2cccc(C)c2)c1F,-7,-1,26%,42%[activator],5%,0%,?

Screening results: PubChem BioAssay, National Center for Advancing Translational Sciences (NCATS)
